Assay outcomes: PubChem, several laboratories
GPR55 activation = GPR55 agonists via beta-arrestin recruitment, primary screen, imaging, U2OS cells, beta-arrestin-GFP redistribution (AID 1961); actives 0.048% (n = 290,000); G-protein coupled receptor 55 (Homo sapiens); U2OS GPR55 beta-arrestin-GFP redistribution imaging; higher % means a stronger effect; activation, % at 10 µM; hits with a dose series show EC50 in µM;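 active = activation above 40% with more than 50 cells counted in the well; inconclusive = wells holding fewer than 50 cells, flagged as toxic or sparse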;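 also: U2OS osteosarcoma cells stably expressing GPR55 and beta-arrestin-GFP; plate controls were DMSO negative control for no effect and LPI positive control for full effect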
GPR55 LPI antagonism = GPR55 antagonists blocking LPI-driven arrestin recruitment, primary screen, imaging, U2OS, beta-arrestin-GFP, LPI agonist (AID 2013). G-protein coupled receptor 55 (Homo sapiens). U2OS GPR55 beta-arrestin-GFP translocation imaging, LPI antagonism; higher % means a stronger effect. inhibition, % at 10 µM, or IC50 in µM where a hit was titrated. actives 0.13% (n = 290,000);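 active = spots per cell inhibited over 60%, with over 100 cells counted and total cytoplasm intensity under 500,000; inconclusive = wells with under 100 cells, flagged as likely toxic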;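 also: U2OS cells stably carrying GPR55 and arrestin-GFP stimulated by 5 µM LPI near EC80; imaged beta-arrestin-GFP aggregate spots per cell after agonist stimulation; plate controls were LPI-stimulated DMSO wells for no effect and DMSO wells without LPI for full effect; some results filed as inactive read as strong as hits; confirmed hits need IC50 under 10 µM and bright autofluorescent wells are also inconclusive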
NTR1 ag = agonists of NTR1, primary screen, imaging, U2OS cells, beta-arrestin-GFP, high content (AID 493036) | NTR1-U2OS beta-arrestin-GFP spot imaging, agonist mode | actives 0.17% (n = 330,000) | Neurotensin receptor type 1 (Homo sapiens), P30989 | activation, % at 20 µM;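 active = activation at or above 40% of the spot to cytoplasm intensity ratio, with at least 20 cells analyzed; inconclusive = wells under 20 cells, flagged as cytotoxic or low count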;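 also: 0% = DMSO without peptide and 100% = 100 nM NTR1 peptide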
Target sequence (P30989 whole entry, looked up): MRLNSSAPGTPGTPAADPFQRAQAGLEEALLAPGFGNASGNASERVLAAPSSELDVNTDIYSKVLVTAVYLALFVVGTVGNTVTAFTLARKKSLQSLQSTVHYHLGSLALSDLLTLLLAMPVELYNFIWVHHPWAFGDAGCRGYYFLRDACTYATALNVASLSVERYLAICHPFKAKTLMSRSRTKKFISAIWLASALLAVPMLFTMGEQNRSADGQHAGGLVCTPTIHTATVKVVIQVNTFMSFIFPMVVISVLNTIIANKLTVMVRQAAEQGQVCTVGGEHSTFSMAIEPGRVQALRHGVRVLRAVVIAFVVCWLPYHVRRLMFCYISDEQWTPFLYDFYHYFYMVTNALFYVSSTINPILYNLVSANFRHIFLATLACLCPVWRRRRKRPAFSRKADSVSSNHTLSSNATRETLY
T cell HTS = modulators of CD8 T cell-vesicle binding, primary screen, mouse 2C CD8+ T cells, flow cytometry | actives 0.068% (n = 330,000) | calls only at 7 µM | 2C CD8+ T cell-vesicle binding; stronger effect = lower value;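 active = response, share of CD8 T cells binding vesicles, and their 90th percentile fluorescence all below set limits, cut at about 80% in these data, passing the limit was not always enough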
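Test system: purified 2C TCR transgenic mouse naive CD8+ T cells. Probe or stimulus: QL9-peptide-loaded Drosophila micro-vesicles bearing Ld, ICAM-1 and B7-1. Incubation: binding step 1.5 h, 37 °C, antibody labelling 20 min, ice. Measured by: flow cytometry of vesicle-bound cells.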
KOR beta-arrestin-1 = KOR agonists, beta-arrestin recruitment, primary screen, cell-based, luminescence, uHTS (AID 1777) | KOR beta-arrestin recruitment, luminescence; higher % means a stronger effect | activation, % at 10 µM, or EC50 in µM where a hit was titrated | actives 0.02% (n = 280,000) | Kappa-type opioid receptor (Homo sapiens); in the data active = activation above about 50%, passing the limit was not always enough; also: a part of the inactive calls stands beside numbers as strong as those of hits
HEK293 NOD2/NF-kB = NOD2 signaling inhibitors, cell-based, luminescence, uHTS, HEK293 (AID 1566) | one-dose inhibition, % at 4 µM; EC50 in µM for titrated hits | actives 0.63% (n = 290,000) | HEK293 NOD2/NF-kB luciferase reporter, luminescence; higher % means a stronger effect; also: many of its hits are not listed in these tables
Myeloid diff 2 = induction of myeloid progenitor differentiation, primary screen, cell-based, flow cytometry, MLPCN library; ER-HoxA9 myeloid progenitors, lysozyme-GFP differentiation; calls only at 10 µM; actives 1% (n = 360,000);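 active = normalized GFP-positive differentiation at or above the plate's own cutoff, the solvent-only control mean plus 3 SD; inconclusive = no clear call, values can overlap the other calls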;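 also: cells exposed to compound for four days before flow analysis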
KOR beta-arrestin-2 = KOR antagonists, beta-arrestin recruitment, cell-based, luminescence, uHTS (AID 1778); KOR beta-arrestin recruitment, luminescence, antagonist mode; higher % means a stronger effect; Kappa-type opioid receptor (Homo sapiens); actives 0.091% (n = 290,000); inhibition, % at 10 µM; hits with a dose series show IC50 in µM; also: strong numbers were not always called active
NOD1 inhibition = NOD1 signaling inhibitors, primary screen, cell-based, luminescence, uHTS (AID 1578); NOD1-driven NF-kB luciferase reporter cells, luminescence; higher % means a stronger effect; inhibition, % at 4 µM, or EC50 in µM where a hit was titrated; actives 1% (n = 290,000); in the data active = inhibition mostly above about 36%, no sharp cut-off; inactive = mostly below about 34%;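 also: HEK-293T reporter cells stimulated with the NOD1 agonist gamma-tri-DAP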
T cell HTS vesicle-bound % = second read-out of T cell HTS, no call of its own (marks repeat the call); double positive events, %; measured here: CD8+ vesicle-bound cell fraction;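 binding gate set so that unloaded-vesicle control wells show 10% double positive cells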
NTR1 ag cell count 20 µM = further read-out of NTR1 ag, marked with its call; cell count; measured here: cell count, cytotoxicity flag
Myeloid diff 2 GFP+ MAC1+ % = second read-out of Myeloid diff 2, no call of its own (marks repeat the call); GFP+ MAC1+ double positive, %; measured here: differentiation confirmed by MAC1 staining
Numbers without * were called inactive; i = inactive; ? = inconclusive; · = not tested or not shown; + = active, no number; [ ] = dose if it differs, or a comment. Rule as the data show it, unless noted: active = inhibition above about 50%; inactive = the rest.

SMILES	GPR55 activation	GPR55 LPI antagonism	NTR1 ag	NTR1 ag cell count 20 µM	T cell HTS	T cell HTS vesicle-bound %	KOR beta-arrestin-1	HEK293 NOD2/NF-kB	Myeloid diff 2	Myeloid diff 2 GFP+ MAC1+ %	KOR beta-arrestin-2	NOD1 inhibition
CC(=O)N1c2ccc(S(=O)(=O)NCC3CCC(C(=O)NC4CCCCC4C)CC3)cc2CC1C (stereo unspecified)	-0.1%	16.0%	3.0	73	i	43.1	-4.2%	8.5%	i	4.0	-7.7%	2.0%
COc1ccc(-c2csc(Nc3cccnc3)n2)cc1OC	-0.1%	8.2%	0.9	86	i	18.3	1.9%	-48.7%	i	1.4	-1.9%	-27.3%
CCC1Sc2ccccc2N(CC(=O)NCCC(C)C)C1=O (stereo unspecified)	-0.1%	-7.0%	0.3	61	i	12.6	15.7%	-1.7%	i	5.9	-11.2%	23.9%
Cc1ccc(C(C)C)c(OCCn2c(=O)oc3ccccc32)c1	-0.2%	-1.9%	5.2	50	i	45.9	3.6%	18.4%	·	·	-33.0%	26.5%
Cc1ccc2c(NC(=O)c3ccco3)cccc2n1	-0.2%	-3.2%	0.2	69	i	33.0	0.6%	4.4%	i	1.3	3.8%	-23.9%
COc1ccc(NC(=O)CCS(=O)(=O)c2ccccc2)c(OC)c1	-0.2%	5.3%	-0.9	69	i	37.2	4.6%	10.7%	i	7.4	15.4%	-24.5%
Cc1ccc(NC(=O)COC(=O)c2ccc3c(c2)NC(=O)C2CCCN32)cc1 (stereo unspecified)	0.2%	5.2%	17.2	81	i	39.6	-2.3%	-1.7%	i	0.4	-3.2%	-23.7%
O=C(CN1CCN(S(=O)(=O)N2CCOCC2)CC1)Nc1cc(Cl)ccc1Cl	0.5%	3.3%	1.8	43	i	21.9	2.8%	8.0%	i	0.3	13.2%	-19.1%
CCn1c(/C=C/c2ccccc2[N+](=O)[O-])nc2ccccc2c1=O	-0.4%	7.4%	-0.3	34	i	36.4	-4.6%	-6.6%	i	0.2	-1.3%	-32.2%
CCOC(=O)c1c(NC(=O)Cn2nc(C(=O)O)c3ccccc3c2=O)sc2c1CCC(C)C2 (stereo unspecified)	0.0%	4.4%	16.7	64	i	22.1	6.0%	-12.6%	i	0.3	-48.1%	-12.7%
CN1CCN(C(=S)Nc2cccc(Cl)c2)CC1	-0.2%	5.6%	3.6	58	i	42.9	3.1%	14.5%	i	0.5	-24.4%	40.7%
NS(=O)(=O)c1ccc(-c2ccc(C=O)o2)cc1	0.3%	10.7%	0.5	32	i	51.3	-0.7%	25.4%	i	0.3	-3.9%	-24.9%
CC1(NC(=O)NCCCCCCNC(=O)NC2(C)CCS(=O)(=O)C2)CCS(=O)(=O)C1 (stereo unspecified)	-0.2%	-10.6%	-1.2	57	i	29.8	-3.2%	9.7%	i	0.7	28.3%	23.0%
CC(=O)c1ccc(N(C(=O)Cn2nnc3ccccc32)C(C(=O)NC2CCCCC2)c2cn(C)nc2C)cc1 (stereo unspecified)	0.2%	-7.7%	·	·	·	·	0.8%	4.4%	i	1.0	-53.3%	-26.6%
Cc1cc(C(=O)N2CCCC(C(=O)c3cc(F)ccc3F)C2)c(C)o1 (stereo unspecified)	0.1%	8.2%	1.2	60	i	4.4	-3.9%	13.7%	i	0.3	-14.6%	-57.5%
CCOc1ccc(Nc2oc(-c3ccco3)nc2C#N)cc1	-0.2%	-8.8%	-1.3	38	i	26.8	4.5%	-57.5%	+	5.2*	-36.6%	-58.3%
O=C(/C=C/c1ccco1)Nc1ccc2nn(-c3ccccc3)nc2c1	-0.3%	-15.4%	·	·	i	43.2	6.1%	10.5%	i	0.5	-26.4%	-21.0%
NS(=O)(=O)c1ccc(N=Cc2c(O)n(-c3nccs3)c(=O)c3ccccc23)cc1	0.3%	5.5%	1.8	71	i	34.2	7.3%	10.9%	i	0.5	1.7%	-4.9%
CCN1CCN(c2ccc([N+](=O)[O-])c(Sc3nc4ccccc4[nH]3)c2)CC1	0.4%	3.4%	-0.6	39	i	50.4	-3.0%	22.4%	i	0.4	6.7%	11.2%
COc1ccc(C(=O)[C@H]2[C@H]3C(=O)N(c4ccc(OC(C)=O)cc4)C(=O)[C@H]3C3C=CC=NN32)cc1 (stereo partly specified)	0.7%	12.8%	0.4	59	i	38.4	5.7%	17.0%	i	0.8	6.1%	-2.4%
CCOC(=O)c1c(NC(=O)CN2C(=O)c3ccccc3C2=O)sc(Cc2ccc3c(c2)OCO3)c1C	-0.2%	-5.3%	-0.9	58	i	30.3	2.0%	-7.1%	i	4.2	-43.7%	-35.8%
Cc1ccc(C(=O)NNC(=O)c2ccc(SCC3CCCO3)c([N+](=O)[O-])c2)cc1 (stereo unspecified)	-0.4%	-0.4%	0.4	59	i	29.1	2.9%	8.9%	i	11.7	1.8%	9.0%
CC1CCCN(C(=O)c2ccc3nc[nH]c3c2)C1 (stereo unspecified)	-0.3%	6.1%	-0.1	72	i	41.3	-2.2%	10.1%	i	0.6	-13.0%	18.8%
O=c1[nH]ncc2c3ccccc3n(Cc3ccc(F)cc3)c12	-0.1%	9.5%	1.5	54	i	59.2	-0.6%	26.6%	i	0.9	-0.8%	-2.2%
Fc1c(F)c(C(F)(F)F)c(F)c(F)c1N/N=C\c1cccs1	0.3%	-4.0%	19.0	38	i	19.4	-0.2%	16.8%	i	5.3	-45.8%	-17.7%
O=[N+]([O-])c1ccc2c(c1)ncn2-c1ccccc1	-0.2%	-7.9%	·	·	i	41.1	0.0%	-22.8%	i	0.5	-1.8%	-12.5%
CC(C)(C)NS(=O)(=O)c1ccc(CCC(=O)O)cc1	-0.1%	7.2%	1.7	74	i	28.9	2.1%	-11.0%	i	7.8	-15.7%	-32.5%
Cc1cc(-c2ccc(C)c(S(=O)(=O)NC(C)Cc3ccco3)c2)on1 (stereo unspecified)	-0.2%	3.9%	1.3	49	i	38.6	-5.8%	18.7%	i	1.1	-28.0%	-19.5%
COc1cc(OC)c(NS(=O)(=O)c2coc(C(N)=O)c2)cc1Cl	-0.1%	6.3%	1.6	65	i	62.8	5.5%	-1.1%	i	1.4	3.5%	-9.6%
CN(C)NC(=S)Nc1ccc(Cl)cc1	0.3%	-3.3%	1.7	54	i	36.0	-0.3%	-6.6%	i	0.9	-9.2%	4.3%

The list goes on, starting with the last two of the part before.
SMILES	GPR55 activation	GPR55 LPI antagonism	NTR1 ag	NTR1 ag cell count 20 µM	T cell HTS	T cell HTS vesicle-bound %	KOR beta-arrestin-1	HEK293 NOD2/NF-kB	Myeloid diff 2	Myeloid diff 2 GFP+ MAC1+ %	KOR beta-arrestin-2	NOD1 inhibition
COc1cc(OC)c(NS(=O)(=O)c2coc(C(N)=O)c2)cc1Cl	-0.1%	6.3%	1.6	65	i	62.8	5.5%	-1.1%	i	1.4	3.5%	-9.6%
CN(C)NC(=S)Nc1ccc(Cl)cc1	0.3%	-3.3%	1.7	54	i	36.0	-0.3%	-6.6%	i	0.9	-9.2%	4.3%
CS(=O)(=O)CCC(C(=O)OCC(=O)c1ccc(Cl)cc1)N1C(=O)c2ccccc2C1=O (stereo unspecified)	-0.2%	-0.1%	2.6	93	i	21.1	3.6%	1.4%	i	0.4	-18.4%	-22.4%
CC1=C(C(=O)Nc2ccccc2)C(c2ccc(C)cc2)N=C(Nc2nc3ccccc3o2)N1 (stereo unspecified)	0.0%	12.3%	25.1	82	i	31.7	0.0%	-9.5%	i	0.9	-2.7%	-28.5%
CCCc1cc2c(OC(=O)CC)c(-c3ccc(C(=O)OCC)o3)c(=O)oc2cc1OC	0.1%	5.3%	1.6	43	i	55.2	0.8%	1.8%	i	0.5	-6.2%	23.3%
CCSc1nnc(NC(=O)[C@H](C)NC(=O)c2ccccc2Cl)s1	0.4%	-7.3%	-1.7	61	i	42.4	-2.3%	13.6%	i	0.4	15.5%	-25.8%
COc1ccc(C)cc1NC(=O)CN(c1ccccc1)S(C)(=O)=O	0.6%	2.6%	-1.6	96	i	4.9	1.5%	10.8%	i	1.8	-1.0%	-25.0%
O=C(COC(=O)c1cnccn1)c1ccccc1	-0.1%	-11.0%	1.0	48	·	·	2.2%	-1.6%	i	0.5	-2.7%	-1.6%
CC(C)N(Cc1nc(-c2ccccc2)no1)C(=O)COc1ccccc1	-0.1%	-1.9%	1.5	56	i	37.3	1.7%	9.2%	i	3.2	-25.0%	5.4%
O=c1c(NCCc2ccc(Cl)cc2)c(-c2ccccc2)c1=O	0.0%	-0.6%	-1.7	88	i	11.9	-3.1%	13.2%	i	1.4	10.0%	2.2%
COc1cccc(C(c2nnnn2CS(=O)(=O)c2ccc(C)cc2)N2CCN(C)CC2)c1OC (stereo unspecified)	-0.2%	13.0%	-2.5	64	i	38.2	-2.3%	-5.7%	i	0.3	0.2%	-20.2%
O=C(/C=C/c1cccnc1)/C=C/c1cccnc1	-0.1%	3.26µM*	·	·	·	·	-2.8%	26.9%	?	·	57.9%*	49.7%*
C=C(C)CNC(=S)Nc1ccc(S(=O)(=O)Nc2cnc3ccccc3n2)cc1	-0.1%	-4.5%	1.9	58	i	13.2	0.7%	6.4%	i	0.9	1.2%	-10.5%
Cc1ccc(S(=O)(=O)CC(CN2CCOCC2)N2CCOCC2)cc1 (stereo unspecified)	-0.1%	5.0%	0.5	71	i	60.9	·	2.3%	i	0.1	-15.2%[20 µM]	-35.3%
CCCC(=O)Nc1ccc(C(=O)N/N=C2\CC(=O)CC(C)(C)C2)cc1	-0.2%	-11.3%	1.6	91	i	11.9	3.2%	9.2%	i	5.2	-30.4%	-15.0%
COc1cccc(C(c2nnnn2CC2CCCO2)N2CCN(C(=O)c3ccco3)CC2)c1OC (stereo unspecified)	0.2%	-5.3%	-1.2	43	i	28.1	·	17.7%	i	1.2	-15.8%[20 µM]	-14.7%
Cc1ccc(C(=O)NCCC(=O)NCc2ccco2)cc1	-0.1%	11.0%	-0.3	61	i	57.4	-1.1%	5.0%	i	0.8	7.2%	-15.9%

Only part of the results is shown. The share of hits here may be higher or lower than overall.
